# PriA SSB inh – inhibitors of Klebsiella pneumoniae PriA binding to SSB C-terminal tail | inhibition, % at 33 µM | 0.6% of 430,000 active | AlphaScreen SSBct-PriA binding, biotinylated peptide; in the data active = inhibition mostly above about 37%, no sharp cut-off; inactive = mostly below about 20%;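 note: plate controls were negative control peptide for no effect and reference peptide for full effect; strong numbers were not always called active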
# PfHsp40 rescue – restores yeast growth despite PfHsp40 toxicity | S. cerevisiae expressing PfHsp40, growth rescue, ATP luminescence | growth rescue, % at 12.5 µM | 0.68% of 340,000 active | AID 504582; in the data active = growth rescue above about 28%, passing the limit was not always enough; inconclusive = no clear call, values can overlap the other calls;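 note: yeast W303a lacking pdr1 and pdr3 grown in galactose medium; growth measured after three days at 30 °C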
# SARS 3CLpro inh – SARS-CoV 3CLpro protease inhibition. P0C6X7. recombinant SARS-CoV 3CLpro, quenched FRET peptide cleavage. inhibition, % at 6 µM. 0.14% of 290,000 active. AID 1706; in the data active = inhibition above about 12%
# Y pestis TopoI – inhibitors of Yersinia pestis topoisomerase I | Y. pestis Topo-I cleavage product accumulation, plate reader | activity, % at 10 µM | 0.064% of 360,000 active | AID 504884; in the data active = activity above about 50%, passing the limit was not always enough; inconclusive = no clear call, values can overlap the other calls; note: inactives centre near 2
# BoNT-A LC inh2 – BoNT A light chain protease inhibition. inhibition, % at 10 µM. multiplex microsphere protease substrate cleavage, flow cytometry. 0.17% of 360,000 active; note: plate controls were buffer without enzyme for full effect and enzyme alone for no effect
# TcdB inh – TcdB glycohydrolase inhibition. P18177. TcdB glycohydrolase enzymatic assay, plate reader. inhibition, % at 9.99 µM. 0.24% of 350,000 active; in the data active = inhibition above about 10%
# Target sequence (P18177 whole entry, looked up): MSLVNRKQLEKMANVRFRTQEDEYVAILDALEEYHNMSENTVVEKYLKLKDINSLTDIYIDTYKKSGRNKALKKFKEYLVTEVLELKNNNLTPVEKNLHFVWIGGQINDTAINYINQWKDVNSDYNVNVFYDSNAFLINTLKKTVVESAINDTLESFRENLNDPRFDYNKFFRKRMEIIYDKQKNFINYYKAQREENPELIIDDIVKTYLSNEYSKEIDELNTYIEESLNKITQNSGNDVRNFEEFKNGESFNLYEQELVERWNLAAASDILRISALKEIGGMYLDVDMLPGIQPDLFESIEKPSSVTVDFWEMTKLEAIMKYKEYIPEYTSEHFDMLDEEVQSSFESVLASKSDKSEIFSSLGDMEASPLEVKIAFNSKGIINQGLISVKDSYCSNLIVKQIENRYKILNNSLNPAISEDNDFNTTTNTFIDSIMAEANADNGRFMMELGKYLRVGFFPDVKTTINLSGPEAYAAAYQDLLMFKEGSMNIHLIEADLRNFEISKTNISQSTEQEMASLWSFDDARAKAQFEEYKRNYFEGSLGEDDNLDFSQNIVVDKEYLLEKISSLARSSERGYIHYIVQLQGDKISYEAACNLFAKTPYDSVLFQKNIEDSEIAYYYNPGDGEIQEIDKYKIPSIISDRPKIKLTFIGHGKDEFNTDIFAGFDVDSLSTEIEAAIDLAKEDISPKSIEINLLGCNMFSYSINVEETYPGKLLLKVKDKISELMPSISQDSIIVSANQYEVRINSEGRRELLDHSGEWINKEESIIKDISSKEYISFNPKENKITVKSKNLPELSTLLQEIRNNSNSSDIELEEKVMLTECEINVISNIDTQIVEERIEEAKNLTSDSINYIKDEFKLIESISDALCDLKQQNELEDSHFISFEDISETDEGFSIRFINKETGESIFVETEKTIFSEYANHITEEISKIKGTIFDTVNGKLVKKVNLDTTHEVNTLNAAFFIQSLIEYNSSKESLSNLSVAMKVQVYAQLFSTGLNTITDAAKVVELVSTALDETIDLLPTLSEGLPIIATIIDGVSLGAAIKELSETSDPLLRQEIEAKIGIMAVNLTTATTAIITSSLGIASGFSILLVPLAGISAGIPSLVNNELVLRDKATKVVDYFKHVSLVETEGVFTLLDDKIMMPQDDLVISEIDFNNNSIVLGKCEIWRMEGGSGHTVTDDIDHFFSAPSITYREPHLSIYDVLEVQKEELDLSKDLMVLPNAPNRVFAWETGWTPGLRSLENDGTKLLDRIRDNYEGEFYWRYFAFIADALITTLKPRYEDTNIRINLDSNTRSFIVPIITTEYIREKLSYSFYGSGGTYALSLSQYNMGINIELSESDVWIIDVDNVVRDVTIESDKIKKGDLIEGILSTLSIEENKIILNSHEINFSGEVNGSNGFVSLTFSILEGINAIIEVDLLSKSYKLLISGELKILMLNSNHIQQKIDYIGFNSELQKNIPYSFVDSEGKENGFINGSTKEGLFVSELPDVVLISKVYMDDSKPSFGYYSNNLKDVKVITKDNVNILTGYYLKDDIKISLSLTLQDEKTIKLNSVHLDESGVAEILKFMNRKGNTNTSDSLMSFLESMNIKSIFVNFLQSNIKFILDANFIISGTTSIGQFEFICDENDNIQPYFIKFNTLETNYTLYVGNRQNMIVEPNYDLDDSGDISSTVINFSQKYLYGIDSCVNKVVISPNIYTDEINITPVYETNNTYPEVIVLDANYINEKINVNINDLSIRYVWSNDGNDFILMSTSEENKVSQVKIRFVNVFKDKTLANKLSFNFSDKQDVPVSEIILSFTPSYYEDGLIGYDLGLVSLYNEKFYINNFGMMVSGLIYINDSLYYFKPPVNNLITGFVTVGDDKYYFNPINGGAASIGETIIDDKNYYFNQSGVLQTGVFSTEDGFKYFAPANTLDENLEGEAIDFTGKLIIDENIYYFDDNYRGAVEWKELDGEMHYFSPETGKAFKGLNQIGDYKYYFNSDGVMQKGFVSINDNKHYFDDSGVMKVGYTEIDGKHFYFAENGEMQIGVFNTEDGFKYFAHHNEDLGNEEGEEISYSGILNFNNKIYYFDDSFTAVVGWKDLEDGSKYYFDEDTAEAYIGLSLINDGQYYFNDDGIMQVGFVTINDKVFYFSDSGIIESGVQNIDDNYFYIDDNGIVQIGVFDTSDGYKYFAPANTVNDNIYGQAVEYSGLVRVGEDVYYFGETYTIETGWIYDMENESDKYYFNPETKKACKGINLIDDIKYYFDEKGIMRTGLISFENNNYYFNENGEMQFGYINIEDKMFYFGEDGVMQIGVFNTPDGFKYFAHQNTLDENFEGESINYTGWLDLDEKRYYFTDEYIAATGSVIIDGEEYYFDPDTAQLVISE
# Vc quorum ag – inducers of Vibrio cholerae quorum light production without autoinducers. V. cholerae BH1578 lux reporter, luminescence, 6 h. activation, % at 18.7 µM. 0.16% of 350,000 active; in the data active = activation mostly above about 9.7%, no sharp cut-off; inconclusive = no clear call, values can overlap the other calls; inactive = mostly below about 3.7%; note: not every result past the cut was called active; inactives centre near 0; reference of the scale not given here
# Anthrax LF prot – anthrax lethal factor protease inhibition | inhibition, % at 10 µM | 0.12% of 360,000 active | multiplex microsphere protease cleavage assay, LF | P15917; note: plate controls were buffer without enzyme for full effect and enzyme alone for no effect
# PrPC surface inh – reduces human prion protein on the cell surface; 0.43% of 370,000 active; P04156; inhibition, % at 13.8 µM; cell surface PrPC, TR-FRET read-out; in the data active = inhibition above about 24%; note: 0% = median of the test wells and 100% = reference compound wells
# * hit, by the source's call; i = inactive; ? = inconclusive; nt = not tested or not shown; & = joins results of further samples. Cut-off read from the data, not from the text of the source, unless noted: active = inhibition above about 30%; inconclusive = no clear call, values can overlap the other calls; inactive = below that.
SMILES,PriA SSB inh,PfHsp40 rescue,SARS 3CLpro inh,Y pestis TopoI,BoNT-A LC inh2,TcdB inh,Vc quorum ag,Anthrax LF prot,PrPC surface inh
Cc1cc(=O)[nH]c(N/N=C/c2ccccc2Cl)n1,nt,-1.9,0.1,-1.0,0.6,0.4,i,3.6,2.3
CCCc1nn(C(=O)c2ccccc2)c2c1C(=O)CC(C)(C)C2,-2.5,-0.7,-3.9,2.7,1.0,nt,1.5,2.2,4.3
COC(=O)c1cc(=O)nc2sc(-c3cccs3)nn12,-16.3,-1.6,-0.9,-10.1,-0.2,nt,i,-6.6,-11.2
COc1ccc(-c2noc(CN(C)C(=O)c3ccoc3C)n2)cc1,0.5,-0.9,4.4,14.1,-2.8,-0.8,-3.3,-9.7,-9.2
CC(C)(C)C(=O)Nc1ccc(C(=O)NCc2cccnc2)cc1,-5.5,0.0,-3.5,1.5,-0.4,nt,-1.2,0.1,-0.7
COCCNC(=O)C1CCCN(Cc2ccc(C)cc2)CC1 (stereo not drawn),nt,nt,nt,0.5,-0.2,0.1,-0.2,1.2,-6.9
Cc1ccc(S(=O)(=O)N(C)c2ccc(OC(C)C(=O)N3CCCC3)cc2)cc1C (stereo not drawn),-2.4,-0.9,nt,33.6,-5.4,-1.2,i,1.2,13.5
Cc1cc(NC(=O)c2ccc(NC(=O)C(C)C)cc2)no1,-13.9,-0.3,-2.2,3.9,nt,nt,i,nt,-3.1
Cc1cccc(C(=O)N[C@H](C(=O)NCCc2ccc(S(N)(=O)=O)cc2)C(C)C)c1,-9.8,0.1,3.5,4.4,-5.9,0.5,-0.1,14.5,-4.9
CCOC(=O)C1(Cc2cccc(F)c2)CCN(C2CCOCC2)CC1,-11.6,-0.5,5.1,-3.8,0.4,1.3,i,-1.0,-7.4
N/C(Cc1ccc([N+](=O)[O-])cc1)=N\OC(=O)C(c1ccccc1)c1ccccc1,nt,1.6,-0.1,16.7,-0.2,nt,-1.2,1.3,8.3
Cc1c(-c2ccc(OCCN3CCOCC3)cc2)c(=O)oc2ccc3ccccc3c12,nt,nt,nt,7.7,-0.4,0.6,-0.7,2.4,-2.3
O=C(COc1ccc(-c2ccccc2)cc1)N/N=C/c1cccnc1,nt,4.4,2.6,8.5,-0.1,1.3,-0.6,-0.6,2.5
COc1ccc(CN2C(=NC(=O)C3CCCCC3)SC3CS(=O)(=O)CC32)cc1 (stereo not drawn),-12.5,8.5,1.1,3.6,1.7,0.4,-1.7,-2.7,10.0
S=C1NC[C@H](CC2CCCCC2)N1CC1CCCCC1,-1.6,97.6*,0.6,7.3,-1.4,1.3,0.0,-5.2,3.1
Cc1ccc(C(=O)Nc2cccc(C(=O)N3CCOCC3)c2)cc1Cl,-18.9,-0.6,1.5,-2.3,-0.3,1.6,nt,2.5,0.9
CC(=O)NC(c1ccccc1)c1nc(-c2cccc(CO)c2)cs1 (stereo not drawn),nt,nt,nt,-5.2,-0.6,-7.7,0.8,-6.5,2.2
COC(=O)C1=C(C)NC(=O)NC1c1ccco1 (stereo not drawn),-4.6,-0.2,3.4,5.4,-0.5,-0.1,-0.3,0.1,3.5
O=C(CCN1CCCCO1)N1CCCC(Nc2ccc(F)c(F)c2)C1 (stereo not drawn),-0.1,1.0,-7.2,-4.9,0.4,1.8,i,3.9,-4.3
N#Cc1c(C(F)(F)F)cc(C2CC2)[nH]c1=O,-24.5,0.9,-1.3,0.2,-1.5,2.1,-0.3,3.3,8.2
CC1CCCN(C(=O)c2ccc(COc3ccccc3Br)cc2)C1 (stereo not drawn),0.0,0.9,-2.1,35.1,0.4,nt,-0.1,3.2,-6.8
COc1cc(CC(=O)Nc2ccc3c(c2)CCC3)cc(OC)c1OC,-37.5,-1.7,0.6,-4.4,0.3,nt,i,-1.1,11.6
Cc1ccc(NC(=O)C2CCCN2S(=O)(=O)c2ccc3c(c2)n(C)c(=O)c(=O)n3C)cc1 (stereo not drawn),-14.4,0.7,5.5,5.3,0.7,-0.1,-0.2,-4.0,0.6
CN(C)c1ccc(-c2nn3c(C4CCCCC4)nnc3s2)cc1,-5.8,0.0,-6.0,12.6,10.0,nt,-5.6,-26.0,-3.4
OCCOCCn1c(C(CO)Nc2nc(-c3ccc(F)cc3)cs2)nc2ccccc21 (stereo not drawn),1.3,0.0,nt,15.3,0.0,1.1,-0.9,-4.3,-3.5
NC(=O)c1ccc(N=Cc2c(O)ccc3ccccc23)cc1,-1.5,0.2,nt,-0.9,nt,0.9,-0.2,nt,-1.2
COc1cccc(/C=C(/C(=O)OCC(N)=O)c2ccccc2)c1,-10.0,11.6,9.8,-2.4,0.5,2.2,-0.3,-2.8,-4.5
CCc1nc(N)nc(N)c1-c1ccc(N(C)Cc2ccccc2)c([N+](=O)[O-])c1,-7.4,0.2,nt,-1.6,-0.8,4.2,i,-2.1,-1.6
CCOC(=O)[C@]12Cc3cc(C)ccc3[C@H]1N(CCC(=O)OC)C(=O)c1cc(OC)ccc12,nt,nt,nt,nt,0.2,1.1,nt,-6.4,9.9
O=C(Nc1cccn(Cc2ccc(F)cc2)c1=O)NC1CCCCC1,-0.6,0.3,0.4,10.5,0.3,nt,i,-2.5,3.8
COc1ccc2nc(NCCNC(=S)NCCCN3CCOCC3)c(C#N)cc2c1,-2.1,0.1,0.6,-13.2,2.1,3.4,i,-1.9,2.7
Cc1ccc(/C=N/NC(=O)CSc2nc3ccccc3n2C)s1,nt,0.8,-3.5,9.5,nt,nt,-0.2,nt,-2.9
O=C(c1cccc(S(=O)(=O)Nc2ccc(Br)cc2)c1)N1CCCC1,-18.9,-0.6,nt,3.6,1.2,-1.0,-2.4,-4.0,5.0
CCOC(=O)C1(C)CCCN1C(=O)c1ccc(F)c(Cl)c1 (stereo not drawn),nt,nt,nt,0.6,-0.2,-0.5,-0.4,2.6,0.7
Cc1ccc(S(=O)(=O)N2CCN(C(=O)CC(C)n3cncn3)CC2)cc1C (stereo not drawn),-1.8,-0.7,-6.0,3.4,0.9,-6.9,-0.6,0.9,6.7
Cc1ccccc1Sc1ncnc2onc(C)c12,3.8,-0.1,2.9,3.0,0.1,nt,i,6.9,7.6
O=C(O)c1n[nH]c2c1CCCCC2,2.0&-4.3,-1.0,0.6,4.3,1.2,nt,i,-6.4,0.8
O=C(NNc1nc2ccccc2s1)Nc1ccc(Cl)c(Cl)c1,-16.4,0.9,-1.8,-4.2,0.8,0.9,-6.9,-0.7,11.3
O=C(NC(=S)Nc1ccc2nc[nH]c2c1)c1ccccc1,-5.5,0.2,-0.9,2.5,-2.2,-1.2,-0.4,-3.2,8.1
CCc1ccc(CN2C(=O)CCC2(C)C(=O)NC2CCCC2)cc1 (stereo not drawn),-4.7,-0.5,-1.2,4.4,3.5,nt,-0.2,-10.5,-4.4
COc1ccc([N+](=O)[O-])cc1C1NN=C(c2ccccc2O)S1 (stereo not drawn),-0.4,0.7,-0.6,-1.9,-0.7,nt,-16.7,-8.2,1.3
Cc1ccc(S(=O)(=O)NCC(=O)N(CC2CCCO2)C(C(=O)NC2CCCC2)C(C)C)cc1 (stereo not drawn),-11.1,-0.6,-2.7,2.5,-0.2,-1.1,-0.1,-0.7,11.1
COc1ccc(NC(=O)CCC(=O)OCc2ccc(Br)cc2)cc1,-3.6,1.7,6.0,-2.9,-0.8,nt,0.0,-0.9,8.2
CCOC(=O)c1nnn(-c2nonc2N)c1CNC(C)C,-3.0,0.4,-0.1,-2.3,?,nt,-2.5,-1.7,-3.5
O=C1CCCc2oc3ccc(O)cc3c21,-0.1,0.2,-2.2,-7.8,-0.3,nt,nt,-2.5,-2.2
CCOc1cc(NC(=O)C2CC2)c(OCC)cc1NC(=O)c1cc(OC)c(OC)c(OC)c1,-0.3,-1.0,-1.6,-12.0,0.2,0.6,-0.3,0.6,-0.8
O=C(c1ccc(C(F)(F)F)cc1)C1CCCN(Cc2cccn2-c2ncccn2)C1 (stereo not drawn),-14.3,0.0,-1.2,9.3,0.0,-0.3,-0.6,-0.2,-4.1
C#CCOCCOCCOCCNc1nc(N2CCN(C(=O)[C@H](CCC(=O)O)n3cc(CN)nn3)CC2)nc(N2CCN(C(=O)[C@H](CCC(=O)O)n3cc(CN)nn3)CC2)n1,6.4,-1.5,nt,3.0,-0.4,0.7,-1.9,0.4,-8.0
Cc1c(NC(=O)CSc2nncc3ccccc23)c(=O)n(-c2ccccc2)n1C,-22.6,0.0,-3.8,4.6,?,nt,i,-5.9,-4.0
O=C(Cc1ccccc1)Nc1ccc(NC(=O)c2cccs2)c(Cl)c1,-9.3,-0.6,0.8,-1.9,0.2,2.2,i,-2.0,-1.1
CCCCCCC(=O)Oc1cccc(N2C(=O)C3CCCCC3C2=O)c1 (stereo not drawn),3.6,1.9,2.0,45.2,-1.2,0.2,-0.3,0.3,-3.8
O/N=C1\CC/C(=N\O)c2nn(-c3ccccc3Cl)nc21,nt,0.2,-7.2,-4.8,0.6,0.1,i,1.1,8.1
COC(=O)[C@@H]1C(OC(=O)c2ccccc2)CC2CCC1N2C (stereo partly drawn),-11.9,-0.7,nt,3.8,0.3,-0.8,-0.3,7.3,2.4
Cc1ccc(C(=O)C[n+]2ccccc2C)cc1[N+](=O)[O-],-5.8,0.4,-2.8,-6.5,-4.2,-0.4,i,-8.8,4.5
CCOc1cccc(-c2nnc(SCC(=O)Nc3cc(OC)cc(OC)c3)n2N)c1,0.0,-0.7,0.7,-10.7,?,nt,-1.7,-2.4,-3.6
CCCCn1c(=O)[nH]c(=O)c2c(C(=O)OCC)cc(-c3cccs3)nc21,2.8,0.9,6.3,?,-0.1,-0.3,-0.3,-7.2,-1.5
COc1cc(CN2CC(=O)N(c3ccccc3Cl)C2=S)cc(OC)c1OC,-4.5,-1.8,6.3,3.4,0.8,1.8,-7.7,-6.2,-0.9
O=[N+]([O-])c1ccc2nc(NCCCO)nc(-c3ccccc3)c2c1,12.4,-1.5,-1.9,-8.2,2.8,nt,-0.2,-1.5,-38.4
COc1ccccc1C(=O)N1CCN(C(=O)Cc2ccccc2)CC1,-7.5,-1.4,-0.3,0.7,-1.4,-4.4,i,-7.4,6.8
CN(C)C(=O)C1CC(=O)OC12CCCCC2 (stereo not drawn),-10.3,-1.2,2.1,-2.6,?,0.7,i,-13.3,-5.3

# For reference, 2 of the compounds above.
SMILES,PriA SSB inh,PfHsp40 rescue,SARS 3CLpro inh,Y pestis TopoI,BoNT-A LC inh2,TcdB inh,Vc quorum ag,Anthrax LF prot,PrPC surface inh
CCCCn1c(=O)[nH]c(=O)c2c(C(=O)OCC)cc(-c3cccs3)nc21,2.8,0.9,6.3,?,-0.1,-0.3,-0.3,-7.2,-1.5
COc1cc(CN2CC(=O)N(c3ccccc3Cl)C2=S)cc(OC)c1OC,-4.5,-1.8,6.3,3.4,0.8,1.8,-7.7,-6.2,-0.9

# Later entries
SMILES,PriA SSB inh,PfHsp40 rescue,SARS 3CLpro inh,Y pestis TopoI,BoNT-A LC inh2,TcdB inh,Vc quorum ag,Anthrax LF prot,PrPC surface inh
N#C/C(=C/c1ccc(C(=O)O)cc1)C(=O)Nc1ccccc1,-11.1,0.3,-0.6,-3.9,-1.2,0.3,-5.6,-1.3,7.5
O=C(NCCOc1ccccc1)C1CCC(=O)N(CCN2CCOCC2)C1 (stereo not drawn),-1.4,-0.3,1.7,2.9,1.6,0.3,-0.9,-0.9,3.8
Cc1ccccc1NC(=O)N(C(C)C)C(C)C,-1.0,0.9,8.3,-4.3,0.0,nt,i,-2.7,1.4
O=C1CC(c2ccccc2)CC(=O)C1=CN1CCCC1 (stereo not drawn),-5.2,0.2,-0.2,6.4,-0.2,0.9,i,-2.3,-4.1
COc1ccc2ccccc2c1CN1CCN(C(=O)c2ccco2)CC1,6.5,-0.1,-4.2,25.4,-0.9,0.4,i,7.1,-4.0

# Full records, looked up by structure. Order of values: PriA SSB inh, PfHsp40 rescue, SARS 3CLpro inh, Y pestis TopoI, BoNT-A LC inh2, TcdB inh, Vc quorum ag, Anthrax LF prot, PrPC surface inh
# Cc1ccccc1NC(=O)N(C(C)C)C(C)C across the screens: -1.0, 0.9, 8.3, -4.3, 0.0, nt, i, -2.7, 1.4
# O=C(NCCOc1ccccc1)C1CCC(=O)N(CCN2CCOCC2)C1 (stereo not drawn) across the screens: -1.4, -0.3, 1.7, 2.9, 1.6, 0.3, -0.9, -0.9, 3.8

# Bioassay records from PubChem BioAssay.

# This is a subset (hit frequency here may not be typical).
